CCR6 antag: CCR6 receptor antagonists, primary screen, cell-based, CHO-K1, luminescence, beta-arrestin, uHTS; inhibition, % at 20 µM; AID 493098, 2011; C-C chemokine receptor type 6 (Homo sapiens), P51684; hit rate 0.49% among 340,000; CHO-K1 CCR6 PathHunter beta-arrestin, CCL20-stimulated;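 active = compounds whose inhibition of the agonist-driven luminescence signal at 20 µM reaches about 50%, limit read from the data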;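 note: cells stimulated with CCL20 at 14 nM final; plate controls were DMSO with CCL20 for no effect and DMSO without agonist for full effect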
Target sequence (P51684 whole entry, looked up): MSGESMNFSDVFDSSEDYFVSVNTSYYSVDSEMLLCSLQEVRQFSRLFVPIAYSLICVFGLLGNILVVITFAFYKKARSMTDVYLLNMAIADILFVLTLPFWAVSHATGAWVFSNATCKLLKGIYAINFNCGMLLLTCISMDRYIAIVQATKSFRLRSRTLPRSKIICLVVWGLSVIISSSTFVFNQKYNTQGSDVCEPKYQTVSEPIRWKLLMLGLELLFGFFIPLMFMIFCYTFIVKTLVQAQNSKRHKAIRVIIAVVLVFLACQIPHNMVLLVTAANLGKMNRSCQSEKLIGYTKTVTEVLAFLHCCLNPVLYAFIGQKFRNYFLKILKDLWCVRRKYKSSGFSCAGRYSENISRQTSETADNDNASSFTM
Mdm2-MdmX inh: inhibitors of human Mdm2-MdmX association, primary screen, cell-based, luminescence, split luciferase, SaOS-2, uHTS. Protein Mdm4 (Homo sapiens) + E3 ubiquitin-protein ligase Mdm2 (Homo sapiens), …. SaOS-2 split-luciferase Mdm2/MdmX complementation. inhibition, % at 8 µM. hit rate 3% among 330,000. AID 485346, 2010;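 active = inhibition of at least 50% at 8 µM in the primary screen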
APJ antag: antagonists of human apelin receptor APJ, primary screen, CHO-K1 cells, beta-arrestin complementation, luminescence; P35414; inhibition, % at 20 µM; hit rate 0.32% among 330,000;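 active = inhibition above about 40% at 20 µM, limit read from the data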;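 note: cells challenged with 10 nM apelin-13 agonist together with compound; plate controls were apelin-13 plus DMSO wells for no effect and DMSO wells lacking apelin-13 for full effect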
Target sequence (P35414 whole entry, looked up): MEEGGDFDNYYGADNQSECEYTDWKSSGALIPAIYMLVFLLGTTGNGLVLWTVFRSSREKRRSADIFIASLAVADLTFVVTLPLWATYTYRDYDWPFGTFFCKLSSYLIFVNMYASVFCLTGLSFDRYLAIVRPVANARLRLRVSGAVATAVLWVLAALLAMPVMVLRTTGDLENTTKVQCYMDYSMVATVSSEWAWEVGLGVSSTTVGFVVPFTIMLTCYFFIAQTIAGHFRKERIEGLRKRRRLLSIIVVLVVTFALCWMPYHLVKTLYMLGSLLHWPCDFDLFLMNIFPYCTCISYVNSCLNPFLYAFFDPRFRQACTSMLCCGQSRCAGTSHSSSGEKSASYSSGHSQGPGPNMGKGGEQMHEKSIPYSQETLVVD
UPR CHOP act: activators of apoptotic CHOP UPR arm, primary screen, cell-based, CHO-CHOP luciferase reporter, luminescence, uHTS; AID 449763, 2010; hit rate 0.34% among 330,000; UPR activation; percent of tunicamycin response over DMSO baseline; activation, % at 10 µM;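 active = at 10 µM dose, activation of 40% or more, normalized to positive control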;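 note: 100% = tunicamycin at 10 µg/mL and 0% = DMSO alone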
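Assay system: CHO-CHOP cells, stable luciferase reporter of PERK-eIF2a-CHOP signalling / Buffer or medium: F12 plus 10% serum / Compound dosing: one dose, 10 µM in 0.5% DMSO / Times: 6 h compound treatment, 37 °C / Technique: luciferase luminescence / Read-out: % reporter activation, DMSO baseline versus tunicamycin full activation / Benchmarks: tunicamycin and DMSO controls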
XBP1 UPR activ: activators of adaptive XBP1 UPR arm, primary screen, cell-based, CHO-XBP1 luciferase reporter, luminescence, uHTS; IRE1-XBP1 UPR activation; percent of tunicamycin response, DMSO as zero; activation, % at 20 µM; hit rate 0.33% among 330,000;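 active = versus positive control, 20 µM dose yields 30% or more activation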;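 note: 100% = tunicamycin at 10 µg/mL and 0% = DMSO only wells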
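incubation = overnight seeding at 37 °C, 6 h compound treatment at 37 °C | assay system = CHO-XBP1 cells stably carrying IRE1-XBP1-driven luciferase reporter | input = 1000 cells per well | detection = luciferase luminescence | dosing = single point, 20 µM final compound, 1% DMSO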
EBI2 block: EBI2 receptor antagonists, beta-arrestin recruitment, primary screen, cell-based, luminescence, 7a,25-OHC stimulation, uHTS; G-protein coupled receptor 183 (Homo sapiens), P32249; 7a,25-OHC stimulated; inhibition, % at 5 µM; hit rate 0.81% among 360,000; AID 651636, 2012; in the data active = inhibition above about 38%;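 note: enzyme fragment complementation signal reports receptor beta-arrestin coupling in cells; 0% = agonist plus DMSO wells and 100% = wells without agonist; some results beyond the cut were filed as inactive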
CXCR6 block: CXCR6 receptor inhibitors, primary screen, cell-based, beta-arrestin, luminescence, CHO-K1 PathHunter, 1536-well; inhibition, % at 20 µM; C-X-C chemokine receptor type 6 (Homo sapiens), O00574; hit rate 0.36% among 360,000; in the data active = inhibition above about 34%, passing the limit was not always enough;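 note: antagonist mode with CXCL16 agonist at 10 nM final; 0% = 10 nM CXCL16 with DMSO and 100% = unstimulated wells without agonist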
tim23-1 inh: growth inhibitors of tim23-1 mutant yeast, primary screen, luminescence, uHTS; S. cerevisiae tim23-1 growth, BacTiter-Glo luminescence, 24 h; inhibition, % at 20 µM; hit rate 1.3% among 330,000;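 active = growth inhibition of the mutant yeast at or above 50%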;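 note: temperature-sensitive mutant grown at 25 °C; plate controls were DMSO-treated mutant yeast for no effect and medium wells lacking yeast for full effect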
APJ agonist: agonists of human apelin receptor APJ, primary screen, CHO-K1 cells, PathHunter beta-arrestin, luminescence. 0% DMSO wells, 100% apelin. activation, % at 20 µM. hit rate 0.11% among 330,000;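 active = activation more than six SD over the plate average, tested at 20 µM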;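 note: 0% = DMSO alone and 100% = apelin-13 at 10 nM; some results filed as inactive read as strong as hits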
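Incubation: overnight seeding, 90 min compound at 25 °C, 1 h detection; test system: PathHunter CHO-K1 APJ (AGTRL-1) beta-arrestin reporter cells; amount: 1000 cells/well; doses: one dose, 20 µM compound, 1% DMSO; measured by: beta-gal luminescence; measure: agonist-driven arrestin binding to APJ; benchmarks: negative DMSO alone, positive Apelin-13 at 10 nM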
An asterisk follows results filed as active. Not all compounds are listed, so the mix of outcomes need not match the whole.

1: CCC(C)Sc1nc2c(cnn2-c2ccc(C)cc2)c(=O)[nH]1 (stereo not given)
2: Cc1c(NC(=O)CN2CCN(c3ccc(O)cc3)CC2)c(=O)n(-c2ccccc2)n1C
3: CC(C)Sc1nnc(Nc2ccccc2)s1
4: O=S(=O)(c1ccc(Cl)cc1)N1CCN(c2ncnc3sccc23)CC1
5: S=C1NC(c2ccccc2)=NCN1c1ccc(Cl)cc1
6: COc1cc2cc(C(c3nnnn3C(C)(C)C)N3CCc4ccccc43)c(=O)[nH]c2cc1OC (stereo not given)
assay / entry,1,2,3,4,5,6
CCR6 antag,6.3,-1.7,8.5,14.4,28.4,-4.0
Mdm2-MdmX inh,-11.6,-3.3,-40.1,12.2,-17.1,-6.5
APJ antag,-63.6,-16.5,1.4,-17.2,13.9,14.8
UPR CHOP act,-1.3,-0.8,1.7,3.9,2.5,-1.0
XBP1 UPR activ,6.7,-1.5,4.3,-2.6,0.1,1.2
EBI2 block,7.0,-7.5,13.5,-15.7,9.6,0.9
CXCR6 block,2.5,-14.7,3.0,-15.0,-1.2,11.1
tim23-1 inh,-3.7,0.7,20.2,58.1*,25.5,12.9
APJ agonist,-2.7,-1.9,-5.5,1.5,-1.7,4.6

7: O=S(=O)(c1ccc(Cl)cc1)n1cnc2ccccc21
8: CC(=O)OCC(=O)C1CCC2C3CC=C4CC(O)CCC4(C)C3CCC12C (stereo not given)
9: CCOC(=O)C1=C(O)/C(=C/c2cn(CC(=O)NCC3CCCO3)c3ccccc23)SC1=Nc1ccc(C)cc1 (stereo not given)
10: CC(=O)NCCc1nc2ccccc2n1Cc1ccc(Cl)cc1
11: CN(C)S(=O)(=O)c1ccc2oc(SCC(=O)NCC(F)(F)F)nc2c1
12: CC(C)CNc1c(N)n(CC(C)C)c(=O)[nH]c1=O
assay / entry,7,8,9,10,11,12
CCR6 antag,0.3,7.5,15.6,8.1,-11.9,-1.4
Mdm2-MdmX inh,16.6,32.6,99.0*,2.5,16.3,12.6
APJ antag,-17.5,-15.4,17.0,6.2,-5.9,-6.9
UPR CHOP act,1.4,-2.5,23.0,-3.4,-0.3,-0.3
XBP1 UPR activ,-3.0,-5.4,65.9*,-1.7,-1.1,0.7
EBI2 block,-2.9,4.7,48.7*,8.1,5.7,-1.7
CXCR6 block,-0.3,-2.1,11.7,-13.1,4.1,3.7
tim23-1 inh,-9.5,30.3,-5.8,13.4,8.7,8.2
APJ agonist,-1.8,-1.5,-11.0,-2.8,-3.5,3.6

Molecules shown so far containing an NH in an aromatic ring (3):
1: CCC(C)Sc1nc2c(cnn2-c2ccc(C)cc2)c(=O)[nH]1 (stereo not given)
6: COc1cc2cc(C(c3nnnn3C(C)(C)C)N3CCc4ccccc43)c(=O)[nH]c2cc1OC (stereo not given)
12: CC(C)CNc1c(N)n(CC(C)C)c(=O)[nH]c1=O
assay / entry,1,6,12
CCR6 antag,6.3,-4.0,-1.4
Mdm2-MdmX inh,-11.6,-6.5,12.6
APJ antag,-63.6,14.8,-6.9
UPR CHOP act,-1.3,-1.0,-0.3
XBP1 UPR activ,6.7,1.2,0.7
EBI2 block,7.0,0.9,-1.7
CXCR6 block,2.5,11.1,3.7
tim23-1 inh,-3.7,12.9,8.2
APJ agonist,-2.7,4.6,3.6

(list continues)
13: Cc1ccc(-c2n[nH]c3c2CCC3)cc1
14: COc1ccc(C2C(C(=O)NCC3CCCO3)c3cc(OC)c(OC)cc3C(=O)N2C)cc1OC (stereo not given)
15: CCCC[C@@H]1C=C(C(=O)O)[C@H](c2ccc(Cl)c(Cl)c2)N1S(=O)(=O)c1ccc(C)cc1
16: C/C(=N\NC(=O)c1ccc(C)cc1)C1C(=O)c2ccccc2C1=O
17: Cn1c(=O)n(CCOc2ccc(Cl)cc2Cl)c2ccccc21
18: OC1CCCN(C(=S)Nc2ccc(SC(F)F)cc2)C1 (stereo not given)
assay / entry,13,14,15,16,17,18
CCR6 antag,5.1,1.9,9.6,29.1,20.9,3.7
Mdm2-MdmX inh,2.5,12.1,3.0,1.1,36.8,-29.2
APJ antag,10.1,5.4,8.8,23.1,-1.0,-11.0
UPR CHOP act,1.6,0.0,-1.4,4.3,1.5,7.8
XBP1 UPR activ,4.8,-1.2,3.9,1.7,0.1,4.1
EBI2 block,-0.2,-15.7,-6.6,8.8,-0.5,-0.8
CXCR6 block,-9.1,12.0,0.1,18.6,-7.6,-22.9
tim23-1 inh,34.6,1.1,34.3,5.2,-14.1,9.8
APJ agonist,-4.4,-5.2,-1.2,-5.5,-1.0,0.4

19: COc1ccccc1-c1cc(C(F)(F)F)nc(S(=O)(=O)CCCC(=O)N2CCOCC2)n1
20: CCOC(=O)[C@@H]1[C@H]2COc3ccc(Br)cc3[C@H]2N2C(=O)N(c3cccc(Cl)c3)C(=O)[C@]12C
21: Cc1ccc(C(=O)N2CCN=C2SCc2ccc([N+](=O)[O-])cc2)cc1C
22: O=C(Cn1ncc2c(=O)oc3ccccc3c21)N1CCCc2ccccc21
23: O=C(OC1CCS(=O)(=O)c2sccc21)c1ccccc1 (stereo not given)
24: O=C(NCc1ccccn1)c1ccc(Cl)c(S(=O)(=O)N2CCCCC2)c1
assay / entry,19,20,21,22,23,24
CCR6 antag,-2.4,15.7,5.2,24.4,2.2,5.6
Mdm2-MdmX inh,96.8*,5.3,34.6,-8.3,-2.1,-8.2
APJ antag,15.0,11.9,6.6,14.1,22.8,3.4
UPR CHOP act,-4.8,-2.0,-0.4,1.4,-1.0,-1.1
XBP1 UPR activ,-9.9,-0.3,-3.0,-0.9,-4.0,0.3
EBI2 block,3.8,13.2,10.4,11.8,-3.4,-5.1
CXCR6 block,26.3,-4.1,8.0,0.6,-6.8,5.3
tim23-1 inh,33.2,11.9,-3.9,19.2,0.2,-18.4
APJ agonist,3.0,6.8,-2.0,-2.0,-2.2,-1.7

Overlap with the part before: two entries; new compounds follow.
23: O=C(OC1CCS(=O)(=O)c2sccc21)c1ccccc1 (stereo not given)
24: O=C(NCc1ccccn1)c1ccc(Cl)c(S(=O)(=O)N2CCCCC2)c1
25: CC(C)N1C(=O)C2C(C(=O)NC3CCCCC3)C3C=CC2(O3)C1C(=O)NC1CCCC1 (stereo not given)
26: CCCn1c(SCC(=O)N2CCCc3ccccc32)nnc1-c1ccccn1
27: CN(C)CCN(C(=O)c1ccc(C(=O)c2ccccc2)cc1)c1nc2cc3c(cc2s1)OCCO3
28: CCCC(c1nnnn1CC(=O)OCC)N(Cc1cc2c(C)cc(C)cc2[nH]c1=O)C1CCCC1 (stereo not given)
assay / entry,23,24,25,26,27,28
CCR6 antag,2.2,5.6,8.2,11.9,11.2,11.7
Mdm2-MdmX inh,-2.1,-8.2,39.1,4.7,2.2,1.0
APJ antag,22.8,3.4,-2.0,7.9,4.7,-20.1
UPR CHOP act,-1.0,-1.1,1.9,-0.6,1.5,2.0
XBP1 UPR activ,-4.0,0.3,-1.5,-1.6,-2.9,-2.4
EBI2 block,-3.4,-5.1,0.3,-5.5,9.9,-3.3
CXCR6 block,-6.8,5.3,-4.9,-3.5,5.7,0.8
tim23-1 inh,0.2,-18.4,-0.5,10.9,13.6,2.8
APJ agonist,-2.2,-1.7,-8.6,-6.0,-1.9,-0.1

Assay outcomes from PubChem BioAssay.
